Assay outcomes deposited in PubChem BioAssay by Broad Institute.
EWS-Fli inh: EWS/Fli transcriptional activity inhibition | A673 NR0B1-luciferase reporter, viability-normalised | inhibition, % at 12.6 µM | actives 0.67% (n = 350,000) | AID 651661;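 active means mean inhibition of at least 50% after viability correction, with every replicate also passing that limit; inconclusive means mean reaches 50% but only one of two replicates passes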;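 further: firefly luciferase signal divided by Alamar Blue viability fluorescence both relative to DMSO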
LGR2 antag: blocks bursicon-induced cAMP signaling via Drosophila LGR2; HEK293 LGR2, CRE-luciferase, bursicon-stimulated, 4 h; inhibition, % at 9.99 µM; actives 0.35% (n = 380,000);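 active means drop in luminescence signal, shown as inhibition above about 50% in the replicate tests, limit read from the data, passing the limit was not always enough; inconclusive means probably only some replicates passing the limit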;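 further: agonist challenge used bursicon conditioned medium at about half maximal strength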
SIRT5 inh: sirtuin-5 (human) deacylase inhibition; Q9NXA8; Purified SirT5, succinyl-peptide AMC, trypsin-coupled fluorescence; inhibition, % at 15 µM; actives 1.1% (n = 330,000); in the data active means inhibition above about 15%; inconclusive means no clear call, values can overlap the other calls
Target sequence (Q9NXA8 whole entry, looked up): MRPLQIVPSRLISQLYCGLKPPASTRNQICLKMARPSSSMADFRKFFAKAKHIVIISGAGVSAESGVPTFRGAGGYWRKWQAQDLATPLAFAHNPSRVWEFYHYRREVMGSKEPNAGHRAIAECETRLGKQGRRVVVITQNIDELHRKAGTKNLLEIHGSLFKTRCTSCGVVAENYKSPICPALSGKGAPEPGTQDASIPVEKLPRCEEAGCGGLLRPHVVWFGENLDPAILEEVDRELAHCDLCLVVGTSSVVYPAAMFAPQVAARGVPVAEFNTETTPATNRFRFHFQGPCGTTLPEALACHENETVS
Casp6 inh: caspase-6 (human) enzyme inhibition | AID 686996 | P55212 | inhibition, % at 12.5 µM | purified caspase-6, Z-VEID-R110 cleavage fluorescence | actives 0.53% (n = 350,000);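 active means mean inhibition across replicates at least about 35%, with every replicate also reaching that limit, limit read from the data; inconclusive means only one of the two criteria met; inactive means neither criterion met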;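 further: 0% = median of neutral control wells and 100% = no fluorescence left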
Target sequence (P55212 24-179 limits assumed): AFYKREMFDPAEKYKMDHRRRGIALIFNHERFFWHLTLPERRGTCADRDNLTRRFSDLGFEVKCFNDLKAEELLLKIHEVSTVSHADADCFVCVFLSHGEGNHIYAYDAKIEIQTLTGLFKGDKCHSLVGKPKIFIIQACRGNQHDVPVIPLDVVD
Target sequence (P55212 194-293 limits assumed): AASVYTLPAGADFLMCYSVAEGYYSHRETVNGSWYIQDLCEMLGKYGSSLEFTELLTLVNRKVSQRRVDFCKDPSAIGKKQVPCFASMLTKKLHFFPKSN
DENV2 CPE: inhibitors of DENV2 cytopathic effect; DENV2-infected cells, cytopathic effect rescue, plate reader; CPE inhibition, % at 9.99 µM; actives 1.7% (n = 350,000); in the data active means CPE inhibition above about 20%, passing the limit was not always enough; inconclusive means no clear call, values can overlap the other calls; tested in BHK-21 cells;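 further: 0% = median of neutral control wells and 100% = median of positive control wells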
PAX8 inh HTS: lowers PAX8-driven luciferase in RMG-I cells. inhibition, % at 12.6 µM. actives 1.2% (n = 360,000). AID 652154. RMG-I TPO-luciferase reporter, SteadyGlo, 24 h;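 active means mean replicate inhibition at least 60% with every replicate also reaching 60%; inconclusive means only one of the two criteria is met; inactive means mean below 60% and not all replicates reaching 60%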;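 further: luciferase light reporting Pax8 driven TPO promoter activity; plate controls were median of neutral control wells for no effect and mitoxantrone controls for full effect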
ARNT-TACC3 inh: ARNT/TACC3 interaction disruption; Q9Y6A5; AlphaScreen His-ARNT PAS-B/GST-TACC3 binding, luminescence; TACC3 fragment carries E629A point mutation; inhibition, % at 9.99 µM; actives 0.66% (n = 390,000); AID 623870;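 active means mean inhibition of replicates at least 50% and at least half of replicates each reaching 50%; inconclusive means half or more replicates reach 50% but mean below 50%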;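 further: 0% = complete ARNT plus TACC3 wells and 100% = ARNT alone without TACC3; many hits fall short of the cut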
* marks the source's active call; other numbers are inactive results; ? = inconclusive; nt = no result given; & = joins results of further samples.

Results follow in this order: EWS-Fli inh, LGR2 antag, SIRT5 inh, Casp6 inh, DENV2 CPE, PAX8 inh HTS, ARNT-TACC3 inh
(1) O=[N+]([O-])c1ccc(N2CCN(S(=O)(=O)c3ccc(Cl)c(Cl)c3)CC2)cc1NCCN1CCOCC1
→ 4.9, 2.1, -3.3, -1.8, 7.2, -5.5, -11.1
(2) O=C(/C=C/c1ccc(F)cc1)OCC(=O)c1ccc[nH]1
→ -0.6, -38.8, -0.5, -3.8, 0.4, -39.2, 3.1
(3) Cc1ccc(S(=O)(=O)CCC(=O)OCC(=O)NCc2ccccc2)cc1
→ 1.6, -8.1, -1.9, -2.7, ?, -23.5, 6.4
(4) CC(=O)N1CC(C(=O)Nc2ccc3c(c2)OCO3)Oc2ccccc21 (stereo not given)
→ -31.0, -40.4, nt, 0.2, -4.3, -42.5, 2.5
(5) O=C(N/N=C/c1ccc(Br)cc1)c1ccccc1-n1cccc1
→ 27.0, -18.1, 1.9, 3.1, 12.1, nt, 10.1
(6) Cc1cccc(NC(=S)NC(=O)c2oc3ccccc3c2C)n1
→ -105.8, -13.3, -3.4, -3.4, -5.0, -169.3, -15.4
(7) O=C(COC(=O)C1CCN(c2ccc(C(F)(F)F)cn2)CC1)NCc1ccc(F)cc1
→ -5.7, 23.6, -0.7, 2.5, -2.6, -3.9, -4.3
(8) COc1ccc(CN(C)C[C@H]2Oc3ccc(NC(=O)Nc4ccc(F)cc4)cc3CC(=O)N([C@@H](C)CO)C[C@H]2C)cc1
→ 4.9, nt, 4.2, 1.4, -1.1, 29.6, 3.9
(9) NS(=O)(=O)c1ccc(CCNC(=O)c2ccc(Cl)nc2)cc1
→ -5.8, 1.0, 3.0, 1.3, 4.5, 1.9, 0.8
(10) COc1ccc(NC(=O)Nc2ccc3c(c2)C(=O)N([C@H](C)CO)C[C@@H](C)[C@H](CN(C)Cc2ccc4c(c2)OCO4)OCCCC[C@H](C)O3)cc1
→ 11.0, 3.0, 1.5, -7.9, -3.2, -3.3, 20.8
(11) C[C@H]1Cn2cnc(C(=O)N3CCN(C(=O)OC(C)(C)C)CC3)c2C(=O)N1
→ -5.0, -5.3, 0.0, 1.1, -3.8, -3.8, nt
(12) Cc1ccc(SCC(=O)OCC(=O)NC2CCCCCCC2)cc1
→ -2.3, 2.2, 0.6, 4.6, -1.9, -17.7, -7.6
(13) CNC[C@@H]1Oc2cc(C#Cc3ccccc3OC)ccc2S(=O)(=O)N([C@H](C)CO)C[C@H]1C
→ 18.4, 29.6, -18.3, 0.5, -2.2, nt, 5.2
(14) CC(=O)Nc1ccc(N2CCOCC2)c(Cl)c1
→ 7.4, 2.6, -5.0, -0.7, 3.8, -1.5, nt
(15) Cc1cc2c(NCCc3ccccc3)ncnc2s1
→ -75.0, -72.7, -2.7, 1.6, -4.5, -93.0, 28.7
(16) CCOc1cccc(C(=O)NC(=S)Nc2cccc(C)c2)c1
→ -3.4, -38.0, 1.6, 6.5, -0.1, -93.2, -23.0
(17) CCN(CC)CCCN=C1N[C@@H](c2cccc(F)c2)C(C(=O)OC)=C(C)N1Cc1ccccc1
→ 14.6, -7.0, nt, -14.7, -8.8, 17.4, -2.8
(18) CNC(=O)C[C@@H]1CC[C@H]2[C@@H](COC[C@@H](O)CN2S(=O)(=O)c2ccc(Oc3ccccc3)cc2)O1
→ -4.2, 9.9, 0.3, 0.6, -4.6, -10.4, -8.4
(19) C[C@@H]1CN([C@H](C)CO)C(=O)CCCn2nncc2CO[C@@H]1CN(C)C(=O)C1CC1
→ -6.5&-7.7, 7.8&15.9, -0.4&6.7, 5.4&-2.9, -3.6&5.7, -19.4&0.4, -1.2
(20) COc1ccc2c(c1)[C@H]1[C@H](CO2)[C@H](c2ccccc2)[C@]2(C)C(=O)N[C@H](C)C(=O)N12
→ -6.8, -8.7, nt, 3.4, -4.0, 6.7, -7.4
(21) CCn1c(SCC(=O)OC)nc2cc(S(=O)(=O)N3CCOCC3)ccc21
→ -0.6, 5.9, 5.7, 3.7, 9.9, -15.8, 1.6
(22) COC(=O)c1sccc1NC(=O)Cn1nnc(-c2ccccc2C)n1
→ -8.9, 4.4, -1.0, 1.0, 2.4, 3.8, 13.9
(23) CC/C(=N\NC(=S)Nc1cccc(C)c1)c1ccccc1
→ 8.3, -3.0, 0.2, nt, -2.0, 3.9, 32.7
(24) CCc1csc(N2[C@H](C#N)[C@@H](c3ccc(-c4cccc(F)c4)cc3)[C@@H]2CO)n1
→ 7.7, 7.1, 5.6, -0.3, -14.4, 16.6, 17.4
(25) N[C@@H](C(=O)N[C@@H]1C(=O)N2C(C(=O)O)=C(Cl)CS[C@H]12)c1ccccc1
→ -7.4, 27.3, 0.2, 19.8, 8.2, -7.8, 39.9*
(26) CCN(C[C@H]1[C@H](c2ccc(-c3ccccc3)cc2)[C@H](CO)N1CC1CC1)C(C)=O
→ 0.1, 5.9, -0.2, 1.3, -11.4, 7.3, 2.6
(27) COc1nc(NCCO)nc(Nc2cc(Cl)ccc2OC)n1
→ 5.7, -2.2, -8.0, -8.4, -1.3, 9.7, -13.9
(28) CCCN1Cc2cccc(C(=O)NCc3ccc(C)cc3)c2C1=O
→ -12.3, -0.7, -0.9, 3.4, 0.4, 5.2, 9.4
(29) Cc1ccc(C(=O)O/N=C(\N)Cc2cccc3ccccc23)cc1
→ 7.6, -1.0, -2.0, 3.6, -2.6, -7.5, nt
(30) COc1cccc(NC(=O)N2C[C@H](O)COC[C@H]3O[C@@H](CC(=O)NC4CCC4)CC[C@@H]32)c1
→ 1.6, -3.9, 4.1, 3.0, -2.6, -16.5, nt
(31) CC(=O)Nc1ccc(C(=O)NC(C)c2ccc(-n3ccnc3)cc2)cc1 (stereo not given)
→ nt, -5.9, -4.0, 0.8, -6.5, -7.4, -7.8
(32) C=CCNC(=O)c1ccc(NC(=O)CC2SC(N3CCCC3)=NC2=O)cc1 (stereo not given)
→ -1.2, 4.0, -2.4, -0.7, -3.5, -2.1, -2.7
(33) Cc1noc(C)c1C(=O)OCC(=O)Nc1c(F)cccc1F
→ -13.6, 6.8, -13.9, -2.2, 2.5, 3.8, -18.7
(34) Cc1ccccc1NC(=O)CN1C(=O)NC2(CCc3ccccc32)C1=O (stereo not given)
→ 5.9, 3.2, -2.4, 0.6, -6.7, 5.0, -0.2
(35) COc1ccc(S(=O)(=O)N2CCCCN3[C@H](C2)[C@H](c2ccc(C4=CCCC4)cc2)[C@@H]3CO)cc1
→ -9.5, -1.6, 4.2, -0.9, ?, 9.8, 2.9
(36) COc1ccccc1CNC(=O)C1CCCN(S(=O)(=O)c2cccc3nsnc23)C1 (stereo not given)
→ 1.4, -7.0, -1.1, -1.8, 6.7, 5.4, -0.4
(37) [O-]/[N+](=C\C=C\c1ccccc1)c1ccccc1
→ -60.7, -143.1, -0.8, -3.3, 2.2, -176.8, -6.3
(38) Cc1cc(C)cc(N(CCC#N)C(=O)COC(=O)C2=COCCO2)c1
→ -8.3, -12.8, 5.8, 0.1, -0.1, nt, -0.5
(39) COc1ccc(S(=O)(=O)N[C@H]2C=C[C@@H](CC(=O)NCCc3ccncc3)O[C@@H]2CO)cc1
→ nt, -8.4, -0.6, nt, -0.1, nt, nt
(40) C[C@H]1CN([C@@H](C)CO)C(=O)c2cc(-c3cccc(C#N)c3)cnc2O[C@H]1CN(C)C(=O)c1ccccn1
→ 2.0&-14.3&-6.0, 23.3&3.1, -1.7&-3.6&-10.6, -3.5&-3.3&-2.3, 2.3&1.6&-2.4, -31.2, -3.8&0.6
(41) C[C@H]1CN([C@@H](C)CO)C(=O)c2cc(C#CC3CCCC3)cnc2O[C@H]1CN(C)C(=O)Cc1ccccn1
→ -0.7&-3.6&1.4, -1.4&11.6, -4.5&0.3&-2.8, 1.6&-2.3&-1.1, 8.8&-3.6&-0.1, -17.3&-7.3&8.0, -1.5&-1.9
(42) O=C(NNC(=O)c1ccc2nc[nH]c2c1)c1ccccc1
→ -14.7, 1.5, -1.4, -0.2, -8.4, -12.6, 0.9
(43) Cc1cc2c(cc(C(=O)OC(C(=O)NC3CCCCC3)C(C)C)n2C)o1 (stereo not given)
→ 1.8, -25.2, -2.3, -0.7, 18.8, 7.5, 0.1
(44) CCOC(=O)C(C(=O)OCC)C(=O)c1cccc2ccc3ccccc3c12
→ -13.7, 1.8, 2.2, nt, ?, -0.6, nt
(45) CCOC(=O)c1nc(C)n(-c2cc(OC)c(Cl)cc2Cl)n1
→ 5.5, 20.3, 0.0, 0.5, 0.4, 0.3, -11.4
(46) O=C(CCC(=O)n1ncc2ccccc21)NCc1ccc(F)cc1
→ 0.3, -11.3, -10.8, -0.8, -1.3, -0.3, -4.5
(47) COc1cccc(CN2CCC(C(=O)N3CCN(c4ccccc4F)CC3)CC2)c1
→ -5.3, nt, -1.2, 2.6, 1.7, nt, -2.4
(48) CN(CCc1ccccc1)C(=O)c1ccc(NC(=O)Cc2ccc(NC(=O)C3CCN(C(=O)C4CCCCC4)CC3)cc2)cc1
→ 9.4, 4.9, -5.0, -0.2, 10.4, 20.9, -2.6
(49) Cc1ccc2c(c1)C1CN(C)CCC1N2C(=O)COc1ccc(N(C)C(=O)c2ccccc2)cc1 (stereo not given)
→ 4.7, 6.7, -0.2, -5.8, 1.0, 5.6, 1.4
(50) CCN(CC)S(=O)(=O)c1ccc(N2CCOCC2)c(NC(=O)c2cc(=O)[nH]c3ccccc23)c1
→ 3.7, 2.6, -0.1, 2.0, 0.3, 33.0, 1.6
(51) COc1ccccc1C(=O)NCCSCc1ccccc1Cl
→ -11.7, -10.6, 5.2, 1.0, -3.5, -30.5, -5.2
(52) COc1ccc2ccc(=O)oc2c1CC(=O)C(C)C
→ -24.4, -29.6, nt, -2.9, -3.8, nt, 1.7
(53) C[C@@H]1CCCCO[C@@H](CN(C)C(=O)NC2CCCCC2)[C@@H](C)CN([C@@H](C)CO)C(=O)c2cc(NS(=O)(=O)c3ccc(Cl)cc3)ccc2O1
→ -1.1, 5.6, 0.6, -1.1, 0.1, 10.0, -0.1
(54) Cc1cccc(-n2c(CNC(=O)c3ccccc3)nnc2SCC(=O)Nc2nccs2)c1
→ -0.7, -9.8, 1.2, 0.4, -2.1, 3.4, -3.8
(55) COc1ccc2[nH]c(C(=O)NCCCN3CCCC3=O)c(C)c2c1
→ -23.7, -10.9, -5.4, -1.5, 5.3, -21.3, 2.0
(56) Clc1ccc(C2[C@H]3CN(Cc4ccc(-c5ccccc5)cc4)[C@H](c4ccccc4)C34CC2(c2ccccc2)C4)cn1 (stereo not given in full)
→ 2.5, nt, -5.8, -1.9, -0.8, 15.4, nt
(57) COc1ccccc1C#Cc1ccc2c(c1)O[C@@H](CN(C)C)[C@H](C)CN([C@@H](C)CO)S2(=O)=O
→ 2.2, 10.0, -18.0, -0.9, -7.9, nt, 6.1
(58) COC(=O)[C@@H](Cc1ccccc1)NC(=O)[C@H]1O[C@@H](n2cnc3c(=O)[nH]c(N)nc32)[C@H](O)[C@@H]1O
→ -10.3, -1.2, -3.4, -4.1, -11.6, -17.4, nt
(59) O=C(CNC(=O)OCc1ccccc1)NC1CCCCCCC1
→ nt, 12.5, nt, nt, nt, 3.0, -1.0
(60) Cc1ccc(C(=O)CN2C(=O)C(C)Oc3ccccc32)cc1 (stereo not given)
→ -39.7, -61.4, -2.1, 1.6, -0.3, -33.0, -5.8

Rows are unselected. Share with any hit: about 4.9%.
